# SKN-1 inh: inhibitors of C. elegans SKN-1 | 360,000 tested, 0.49% active | C. elegans VP596 Pgst-4::GFP/RFP ratio, acrylamide-induced, 24 h | inhibition, % at 21.8 µM;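 active = interference check ratio from 0.5 to 1.5 plus GFP to RFP signal ratio inhibition reaching or exceeding a fixed threshold, cut at about 30% in these data, passing the limit was not always enough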; note: some compounds called inactive have numbers as strong as hits
# Neddyl block: inhibitors of human cullin neddylation; P61081+Q13564; 360,000 tested, 0.58% active; calls only at 25 µM; TR-FRET cullin neddylation, biochemical; in the data active = inhibition above about 36%
# Rin1 Abl inh: human Rin1-Abl interaction inhibition; P00519+Q13671; TR-FRET Rin1/Abl binding, biochemical; inhibition, % at 7.35 µM; 360,000 tested, 0.4% active; in the data active = inhibition above about 5%, passing the limit was not always enough
# bovine MsrA act: activators of bovine methionine sulfoxide reductase A | purified bovine MsrA, absorbance read-out | 360,000 tested, 0.3% active | activation, % at 10.6 µM; in the data active = activation above about 7.5%;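 note: 0% = vehicle and 100% = reference activator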
# CendR NRP1 mod: NRP-1/CendR interaction modulation; AID 602438; FAM-RPARPAR peptide binding to NRP-1, fluorescence polarization; O14786; 360,000 tested, 0.85% active; inhibition, % at 25 µM;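 active = inhibition or corrected inhibition above about 18%, plus a signal ratio from 0.5 to 1.5, limit read from the data, passing the limit was not always enough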; note: strong numbers were not always called active
# Target sequence (O14786 whole entry, looked up): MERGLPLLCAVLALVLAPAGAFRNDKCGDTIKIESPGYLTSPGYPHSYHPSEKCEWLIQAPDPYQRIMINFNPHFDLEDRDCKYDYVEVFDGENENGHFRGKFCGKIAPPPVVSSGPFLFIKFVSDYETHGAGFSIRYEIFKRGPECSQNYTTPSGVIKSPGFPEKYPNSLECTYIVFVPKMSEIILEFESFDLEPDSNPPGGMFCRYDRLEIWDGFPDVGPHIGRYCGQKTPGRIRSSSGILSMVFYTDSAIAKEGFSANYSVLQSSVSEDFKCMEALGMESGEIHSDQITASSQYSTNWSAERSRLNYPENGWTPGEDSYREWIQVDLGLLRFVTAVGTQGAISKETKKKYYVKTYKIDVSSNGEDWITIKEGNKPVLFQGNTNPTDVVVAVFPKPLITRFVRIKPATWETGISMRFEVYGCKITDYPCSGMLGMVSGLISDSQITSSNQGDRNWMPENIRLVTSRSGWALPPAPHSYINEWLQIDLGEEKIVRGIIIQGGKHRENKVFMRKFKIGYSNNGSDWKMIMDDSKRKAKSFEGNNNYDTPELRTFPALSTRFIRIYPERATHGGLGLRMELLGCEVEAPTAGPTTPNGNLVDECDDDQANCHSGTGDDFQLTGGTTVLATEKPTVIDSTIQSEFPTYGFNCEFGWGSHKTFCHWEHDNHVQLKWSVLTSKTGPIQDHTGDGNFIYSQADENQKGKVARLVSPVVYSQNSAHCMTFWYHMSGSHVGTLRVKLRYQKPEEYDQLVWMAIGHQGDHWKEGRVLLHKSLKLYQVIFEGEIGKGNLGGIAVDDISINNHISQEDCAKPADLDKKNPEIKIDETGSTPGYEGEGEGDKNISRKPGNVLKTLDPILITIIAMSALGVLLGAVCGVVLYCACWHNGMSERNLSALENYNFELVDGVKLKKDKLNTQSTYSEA
# eLon inh: inhibitors of E. coli Lon protease; AID 602123; P0A9M0; 360,000 tested, 0.42% active; purified E. coli Lon protease, fluorescence polarization; inhibition, % at 7.94 µM; in the data active = inhibition above about 13%, passing the limit was not always enough;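 note: 0% = enzyme with probe and DMSO and 100% = no enzyme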
# FAS TE block: blocks the thioesterase domain of human fatty acid synthase | P49327 | recombinant FAS-TE, OMFH fluorogenic substrate, fluorescence endpoint | inhibition, % at 15 µM | 360,000 tested, 0.67% active;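 active = compounds whose normalised, plate-corrected inhibition of enzyme fluorescence in the single-dose primary screen is 50% or more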;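 note: 0% = DMSO with enzyme and 100% = substrate without enzyme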
# MT1-MMP act inh: inhibitors of human MT1-MMP activation; GFP/RFP ratio change, % at 20 µM; AID 651647; 360,000 tested, 0.061% active; HT1080 RFP-PRO-GFP cells, GFP/RFP ratio fluorescence, overnight; percent of plate control window, DMSO zero;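 active = GFP/RFP ratio change of at least 30% with cell ATP level not reduced by more than half and red fluorescence within 50% of control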; note: strong numbers were not always called active
#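 Assay system: HT1080 RFP-PRO-GFP cells | Dosing: 20 µM single dose, 1% DMSO | Incubation: Cells overnight before dosing, compound overnight, 37 °C, 5% CO2 | Evaluation: GFP/RFP fluorescence ratio | Control set: DMSO-only wells and HT1080 RFP-L50D-GFP cell wells as references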
# PABP1 MLLE inh: inhibitors of microRNA-mediated deadenylation, human PABP1 MLLE binding | P11940 | GST-MLLE / FITC-PAM2 fluorescence polarization | inhibition, % at 20 µM | 360,000 tested, 0.36% active; in the data active = inhibition above about 35%, passing the limit was not always enough;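 note: plate controls were DMSO wells with GST-MLLE for no effect and wells lacking GST-MLLE protein for full effect; some results filed as inactive read as strong as hits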
# * marks the source's active call; other numbers are inactive results; i = inactive; . = not tested or not shown.
SMILES,PABP1 MLLE inh,FAS TE block,MT1-MMP act inh,eLon inh,bovine MsrA act,Neddyl block,Rin1 Abl inh,CendR NRP1 mod,SKN-1 inh
Cc1ccc(S(=O)(=O)N(C)C)cc1NC(=O)C(C)OC(=O)c1ccc2ccccc2n1 (configuration not stated),10,-5,0,1,0,i,3,-24,4
CC(C)CC(N)c1csc(Nc2ccc(C(=O)NCCCO)cn2)n1 (configuration not stated),-11,2,0,2,-1,i,3,-24,13
COCCNc1nc2nonc2nc1N(C)Cc1ccc(C)cc1,-2,0,-3,-3,-2,i,0,8,3
CC(C)c1ccc(NC(=O)C2CCCCN2S(=O)(=O)c2ccccc2)cc1 (configuration not stated),5,32,1,8,-4,i,2,4,-7
COC(=O)c1ccc(CSc2nnc(C)s2)cc1,-4,0,0,4,-2,i,-2,2,5
CC12CN3CC(C)(CN(C1)C3c1ccc(Br)cc1O)C2 (configuration not stated),1,-4,-2,-4,-6,i,-4,2,0
CN(C(=O)c1ccc(NC(=O)Cc2ccc(NC(=O)C3CCN(C(=O)C4CC4)CC3)cc2)cc1)C1CCCC1,0,-5,0,-9,-8,i,-4,-16,0
CC(=O)Nc1ccc(S(=O)(=O)NC(C)c2ccncc2)cc1 (configuration not stated),17,-4,6,-7,0,i,0,6,4
COC(=O)Nc1ncc(CN2C(=O)c3ccccc3C2=O)s1,5,-8,-3,-6,-2,i,2,3,-8
COc1ccc(C(=O)NCCCN2CCOCC2)cc1S(=O)(=O)N1CCCc2ccccc21,9,-2,2,6,-3,i,2,-7,9
CCOC(=O)[C@H]1[C@H]2COc3ccc(OC)cc3[C@H]2N2C(=O)CN(Cc3ccccc3)C(=O)[C@@]12C,4,-4,6,-6,-9,i,-2,0,-6
Cc1cccc(CNC(=O)Cn2ccc3cc(S(=O)(=O)N4CCCCCC4)ccc32)c1,-1,15,-2,-5,0,i,-1,8,11
CCOC(=O)C(=CNc1ccc(C(F)(F)F)cc1)C(=O)OCC,14,14,-3,0,1,i,0,3,-7
Cc1cc(-c2nc3cccnc3s2)ccc1NS(=O)(=O)c1cccs1,-8,8,2,-11,-6,.,-1,-10,9
Cc1ccnc(NS(=O)(=O)c2ccc(NC(=O)c3ccc(Br)o3)cc2)n1,-1,-12,-3,-4,-14,i,0,-1,-6
CN(CC(=O)Nc1cccc(F)c1)C(=O)CN1C(=O)C2CC=CCC2C1=O (configuration not stated),4,-6,-1,4,3,i,1,-3,5
CC(C)=C(NC(=O)c1ccco1)C(=O)NCCc1nc2ccccc2[nH]1,-15,-6,4,0,-1,i,-2,-15,-1
Cc1ccc(OCc2nnc(SCc3cc(=O)[nH]c4ccccc34)o2)cc1,4,1,2,-1,-4,i,1,7,-27
COC(=O)Cc1ccc(OC2(C)CCN(Cc3ccccc3OC(F)F)C2)cc1 (configuration not stated),17,5,-3,-8,-6,i,1,-12,-12
COc1ccc(NC(=O)Nc2cccc3c2O[C@H](CN(C)S(C)(=O)=O)[C@@H](C)CN([C@H](C)CO)C3=O)cc1,4,-8,-3,4,-10,i,-1,12,4
CSC1=NC=C(C#N)C2=NC(c3c(Cl)cccc3Cl)NN12 (configuration not stated),-33,11,7,-12,-8,i,4,-8,-10
Cc1cccc(NC(=O)CN2CCN(C(=O)CNC(=O)Cc3cccc4ccccc34)CC2)c1C,6,-4,-10,6,0,i,0,2,7
CC(=O)Nc1ccc(-c2ccnc3c2CC(C(=O)NCC2CCOCC2)O3)cc1 (configuration not stated),9,-9,-4,-4,-5,i,-3,10,6
O=C(Nc1ccccc1N1CCCCC1)C1CC(=O)N(c2ccccc2F)C1 (configuration not stated),-24,-4,7,2,-4,i,4,5,1
CC1(C)COC(/C=C/c2ccc([N+](=O)[O-])cc2)=N1,-23,-5,-20,-10,-2,i,-6,-22,-3
COCCNC(=O)c1cc2oc3ccccc3c2n1C,7,-1,7,7,-2,i,0,6,10
COc1ccc(-c2nc(NC(=O)c3n[nH]c(=O)c4ccccc34)sc2C)cc1,-21,-9,5,-3,-1,i,-1,0,0
CCOC(=O)CN1CCC(C2(c3cc4ccccc4[nH]3)OCCO2)CC1,4,-5,0,-15,-4,i,-3,-8,7
Cc1cccc(NC(=O)CN(CC2CCCO2)C(=O)c2ccc(S(C)(=O)=O)cc2)c1C (configuration not stated),-5,-5,-2,12,-2,i,-2,10,10
CCOC(=O)NC1CCS(=O)(=O)C1 (configuration not stated),12,-4,-1,-5,-1,i,-4,6,18

# Quoted at random: four compounds from above
SMILES,PABP1 MLLE inh,FAS TE block,MT1-MMP act inh,eLon inh,bovine MsrA act,Neddyl block,Rin1 Abl inh,CendR NRP1 mod,SKN-1 inh
Cc1cccc(CNC(=O)Cn2ccc3cc(S(=O)(=O)N4CCCCCC4)ccc32)c1,-1,15,-2,-5,0,i,-1,8,11
COCCNC(=O)c1cc2oc3ccccc3c2n1C,7,-1,7,7,-2,i,0,6,10
O=C(Nc1ccccc1N1CCCCC1)C1CC(=O)N(c2ccccc2F)C1 (configuration not stated),-24,-4,7,2,-4,i,4,5,1
COC(=O)Nc1ncc(CN2C(=O)c3ccccc3C2=O)s1,5,-8,-3,-6,-2,i,2,3,-8

# Following part.
SMILES,PABP1 MLLE inh,FAS TE block,MT1-MMP act inh,eLon inh,bovine MsrA act,Neddyl block,Rin1 Abl inh,CendR NRP1 mod,SKN-1 inh
Cc1cc(NC(=O)C(C)SCC(=O)Nc2ccc(SC(F)F)cc2)no1 (configuration not stated),18,0,3,-8,-3,i,2,18,-21
CC(=O)Nc1cccc(NC(=O)c2ccco2)c1,-2,-7,-4,5,-3,i,-5,-2,-5
COC(=O)c1c(NC(=O)c2ccco2)sc2c1CC(C)(C)NC2(C)C,8,-4,1,0,2,i,0,5,16
CCN(CC)CCN1C(=O)C(=O)/C(=C(/O)c2ccncc2)C1c1ccccc1F (configuration not stated),5,-5,3,-6,-2,i,0,-2,13
N/C(=N\OC(=O)c1cc([N+](=O)[O-])ccc1Cl)c1cccnc1,-13,17,-3,-1,-3,i,2,6,9
CC1(C)Cc2c(sc3ncnc(N)c23)CO1,5,-7,4,-1,-2,i,1,-6,3
O=C(N/N=C/c1ccccc1)c1ccc(OCc2ccccc2)cc1,-20,-8,10,-2,-7,i,0,3,-8
OC1CCCN(c2ncnc3c2nnn3Cc2c(F)cccc2Cl)C1 (configuration not stated),-2,-2,-1,11,0,i,0,-6,-9
CC(=O)c1cc(CC(=O)N2CCc3c([nH]c4ccccc34)C2c2ccccn2)cs1 (configuration not stated),9,7,-1,-2,-8,i,0,-31,5
CC(=O)NN1C(=O)c2ccc3c4c(ccc(c24)C1=O)C(=O)N(NC(C)=O)C3=O,15,-72,1,3,-4,i,-9,9,-13
Cc1ccc(C2C(C#N)=C(N)SC(N)=C2C#N)cc1,i,-82,-211,-404,0,i,-8,128,24
CC(=O)NC(c1ccccc1)c1nc2ccccc2[nH]1 (configuration not stated),11,-6,2,-9,-5,i,5,1,-12
O=C(CSc1nnc2c(n1)[nH]c1ccc(F)cc12)OCc1ccccc1,8,-5,7,-9,0,i,2,7,1
Cc1cc(C)n(-c2ccc(C(=O)OCC(=O)c3ccc(Br)s3)cc2)n1,-23,18,2,-2,2,i,-15,-12,11
O=C(NCC1CCCO1)c1cc(S(=O)(=O)N2CCOCC2)ccc1Cl (configuration not stated),2,-3,-3,4,-2,i,-5,-3,14
COc1ccc(NC(=O)CN(C)C(=O)Cc2c[nH]c3ccccc23)cc1,-8,-6,2,-18,1,i,0,-4,-10
CCCCNC(=O)C1CCN(C(=O)C2CCN(S(=O)(=O)c3ccc(C)cc3)CC2)CC1,-7,-6,0,2,0,i,0,7,7
Cc1ccc(S(=O)(=O)N2CCN(C(=O)CCn3nc(C)c(C)c3C)CC2)cc1,7,-2,-2,6,-3,i,3,8,4
c1cncc(-c2nnc3n2C2(CCCCC2)Cc2ccccc2-3)c1,10,-8,6,1,5,i,3,4,-3
CCCCC(NC(=O)c1cccc(Br)c1)C(=O)O (configuration not stated),6,-4,5,1,-2,i,-1,1,-7
O=C(COc1cc(Cl)c(Cl)cc1Cl)NCCN1CCOCC1,-10,1,3,-4,1,i,0,-6,15
O=Cc1cccn1-c1cccc([N+](=O)[O-])c1,4,-4,-2,1,-6,i,0,12,-11
O=C(Nc1nc(-c2ccccc2)cs1)C1CCCN(S(=O)(=O)c2ccccc2)C1 (configuration not stated),-10,32,-14,-2,-1,i,2,-1,10
COCCNC(=S)N1CCCC(CO)C1 (configuration not stated),-47,-4,1,6,-6,i,-2,-11,-2
CCCn1c(SCC(=O)N(CC)CC)nnc1-c1ccncc1,10,-4,0,2,-2,i,-1,3,-11
Cn1ncc2nnn(-c3ccccc3)c(=O)c21,-8,-6,2,-7,-1,i,-1,-2,-5
Cc1ncoc1C(=O)NCc1ccccc1Cl,6,-8,-2,-3,-2,i,0,1,6
Cc1cccc(C)c1NC(=O)c1nc(S(=O)(=O)Cc2ccccc2)ncc1Cl,12,26,-7,2,-4,i,-2,8,9
CCC(Oc1ccccc1)C(=O)N(Cc1ccccc1)c1ccccn1 (configuration not stated),-5,-1,-4,-3,-4,i,3,8,2
CCOc1ccccc1OCC(=O)Nc1cccc(S(=O)(=O)NC2=NCCCCC2)c1,1,-5,-5,-10,-2,i,0,-2,6

# Looked up above:
# CendR NRP1 mod with CC(=O)c1cc(CC(=O)N2CCc3c([nH]c4ccccc34)C2c2ccccn2)cs1 (configuration not stated) is entered as -31
# PABP1 MLLE inh with COCCNC(=S)N1CCCC(CO)C1 (configuration not stated) is entered as -47

# The list continues.
SMILES,PABP1 MLLE inh,FAS TE block,MT1-MMP act inh,eLon inh,bovine MsrA act,Neddyl block,Rin1 Abl inh,CendR NRP1 mod,SKN-1 inh
COc1cccc(CN2CCC(C(=O)NC(C)c3cccc4ccccc34)CC2)c1 (configuration not stated),1,-1,2,-4,-3,i,0,-9,9
CC(C)CN1CCC(C(=O)NC(c2ccc(F)cc2)c2ccc3ccccc3n2)CC1 (configuration not stated),-7,-10,0,-22,-2,i,1,-21,14
CC(=O)c1c(C)oc2ccc(N(C(C)=O)S(=O)(=O)c3ccc(Br)cc3)cc12,-13,22,-2,-9,2,i,2,-1,-8
CS(=O)(=O)N(CC(=O)NCCSCc1cccc(Cl)c1)c1ccccc1F,-14,-1,2,-9,-3,i,1,5,-3
Cc1ccc(CNC(=O)c2ccc(CS(=O)(=O)c3ccccc3C)o2)cc1,-21,4,0,11,-4,i,1,3,-19
COc1ccc(C(CNC(=O)c2cccc(S(=O)(=O)N(C)c3ccccc3)c2)N2CCCC2)cc1 (configuration not stated),-48,-1,-3,-42,0,i,0,-70,4
Cc1cccc(NC(=O)CC2C(=O)NCCN2C(=S)Nc2ccccc2)c1 (configuration not stated),-57,-3,4,-7,-2,i,1,12,4
CC1CCCN(CCC(=O)Nc2ccc(Br)cc2)C1 (configuration not stated),14,-8,5,-2,-8,i,1,-4,6
CC(C)(C)OC(=O)N1CCN(C(=O)c2[nH]cnc2C(=O)Nc2ccon2)CC1,3,-12,3,-9,-4,i,3,-6,-5
CCN1CCN(S(=O)(=O)c2ccc(S(=O)(=O)NCC3CCCO3)cc2)CC1 (configuration not stated),1,-7,3,-7,-3,i,2,-6,7
CCCC#Cc1cnc2c(c1)C(=O)N([C@H](C)CO)C[C@@H](C)[C@@H](CN(C)C(=O)Nc1cccc(F)c1)O2,-35,-6,-1,3,-1,i,3,-8,9

# Bioassay records as filed in PubChem BioAssay.
